# Bioassay records as filed in PubChem.
# HSF1 inhib: HSF1 inhibition | hit rate 0.77% among 300,000 | AID 2098 | activity change, negative = inhibition, % at 7.5 µM (by protocol) | NIH3T3-HGL HSE-luciferase, MG132-induced, luminescence 8 h; active compounds read low;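 active means more than half of replicate wells show activity change below -50%, luminescence cut by over half; inconclusive means some wells, but at most half, below -50%; inactive means no replicate well below -50%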;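 further: luciferase reports HSF-1 transcriptional activity via heat shock element; 0% = median of DMSO wells and -100% = zero luminescence signal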
# aSyn 5UTR inh: MLPCN primary screen, SNCA 5' untranslated region | alpha-synuclein 5'UTR reporter, inhibitor activity | inhibition, % (tested at 7.5 µM) | hit rate 0.82% among 300,000 | AID 1813; in the data active means inhibition above about 60%; inconclusive means no clear call, values can overlap the other calls;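 further: H4 neuroglioblastoma cells stably carrying SNCA 5'UTR luciferase fusion; 0% = DMSO wells and 100% = positive control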
# DYRK1A inh: blocks rat Dyrk1A kinase activity | Q63470 | ADP-Glo luminescence, NFATc1 peptide | inhibition, % at 12.5 µM | hit rate 0.43% among 310,000; in the data active means inhibition above about 50%;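 further: plate controls were vehicle with enzyme for no effect and no enzyme for full effect; many of its hits are not listed in these tables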
# HSP90 inh: HSP90 refolding inhibition in rabbit reticulocyte lysate; luciferase refolding luminescence, 3 h; inhibition, % at 5.6 µM; hit rate 0.91% among 290,000; AID 1789;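 active means inhibition above the screen-wide mean plus 3 SD, computed separately per campaign, cut at about 16% in these data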;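 further: 0% = DMSO wells and 100% = 60 µM geldanamycin wells; inhibitors lower the luminescence because luciferase stays unfolded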
# GSK3B inh: human GSK3beta kinase inhibition; P49841; GST-GSK3beta kinase, ADP-Glo luminescence, 60 min; active compounds read low; activity score (negative = inhibition), % at 10 µM; hit rate 0.038% among 300,000;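 active means more than half of replicate wells score below -50%, meaning over 50% inhibition versus plate controls; inconclusive means some replicates but at most half score below -50%; inactive means no replicate scores below -50%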;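 further: 0% = median DMSO wells and -100% = median GW8510 positive control wells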
# Target sequence (P49841 whole entry, looked up): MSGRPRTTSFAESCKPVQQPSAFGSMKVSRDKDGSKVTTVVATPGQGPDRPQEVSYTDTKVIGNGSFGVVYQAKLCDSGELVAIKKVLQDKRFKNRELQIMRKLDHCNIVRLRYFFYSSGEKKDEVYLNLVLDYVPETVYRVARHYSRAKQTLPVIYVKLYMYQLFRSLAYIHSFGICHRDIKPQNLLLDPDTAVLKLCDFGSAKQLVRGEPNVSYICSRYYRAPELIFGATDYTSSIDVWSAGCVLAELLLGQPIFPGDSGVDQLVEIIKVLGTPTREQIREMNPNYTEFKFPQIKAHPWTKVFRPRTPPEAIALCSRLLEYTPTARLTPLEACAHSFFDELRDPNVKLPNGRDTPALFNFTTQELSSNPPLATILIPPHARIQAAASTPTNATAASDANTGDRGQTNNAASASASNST
#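 test system = GST-tagged human GSK3beta kinase, cell-free | reagent = 25 µM ATP with peptide substrate | dosing = one dose of 10 µM per compound | schedule = 60 min reaction, RT | detection = luminescent ADP-Glo measurement of ADP formed | control set = DMSO neutral wells and GW8510 at 20 µM as positive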
# KLF5 inh: suppresses KLF5 promoter-driven expression | DLD-1 KLF5 promoter-luciferase reporter, luminescence | inhibition, % at 5 µM | hit rate 0.23% among 290,000;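 active means inhibition above a per-plate limit of that plate's mean compound inhibition plus 3 SD, cut at about 60% in these data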;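 further: 0% = DMSO wells and 100% = LY294002 at 200 µM; higher means less KLF5 promoter-driven luciferase light; inactives centre near -14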
# IEC-6 cytotox: counter-screen for KLF5 inhibitors: cytotoxicity in IEC-6 cells | IEC-6 cytotoxicity, luminescence viability | inhibition, % at 5 µM | hit rate 0.78% among 290,000; in the data active means inhibition above about 22%;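 further: 0% = plate median of test compound wells and 100% = cytotoxic reference compound wells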
# GSK3 alpha inh: blocks human GSK-3 alpha kinase; ADP-Glo luminescence, 60 min; AID 2650; inhibition, % at 10 µM; hit rate 0.1% among 320,000;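 in the data active means inhibition above about 50%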;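 further: GST-tagged GSK-3 alpha with peptide substrate and 25 µM ATP; 0% = DMSO neutral wells and 100% = GW8510 positive control wells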
# Target sequence (P49840 whole entry, looked up): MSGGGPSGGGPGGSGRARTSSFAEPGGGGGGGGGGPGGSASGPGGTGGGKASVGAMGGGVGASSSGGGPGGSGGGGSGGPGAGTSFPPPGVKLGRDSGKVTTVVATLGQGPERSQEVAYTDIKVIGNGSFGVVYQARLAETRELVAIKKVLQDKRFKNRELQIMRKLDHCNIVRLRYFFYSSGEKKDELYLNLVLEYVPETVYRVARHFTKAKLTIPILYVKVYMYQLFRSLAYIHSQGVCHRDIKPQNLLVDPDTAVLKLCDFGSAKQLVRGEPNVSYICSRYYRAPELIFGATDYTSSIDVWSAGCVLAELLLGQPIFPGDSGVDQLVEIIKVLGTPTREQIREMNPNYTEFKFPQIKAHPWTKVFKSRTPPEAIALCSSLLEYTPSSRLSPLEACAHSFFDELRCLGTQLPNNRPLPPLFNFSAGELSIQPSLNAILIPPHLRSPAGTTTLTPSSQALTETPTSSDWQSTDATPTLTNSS
# HSF-1 act: increases HSF-1 driven luciferase reporter signal. NIH3T3-HGL HSF-1 luciferase reporter, MG132, 8 h; 100% = twice DMSO control signal. hit rate 1.7% among 300,000. activation, % at 9 µM. AID 504408;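 active means mean replicate activation of at least 50% with a set share of replicates each reaching 50%; inconclusive means only one of those two conditions met; inactive means mean below 50% and too few replicates reaching it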;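 further: 0% = median of the neutral control wells and 100% = twice that signal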
# Platelet DG rel: modulates dense granule release in human platelets; human platelet-rich plasma, SFLLRN dense granule ATP release, luminescence; hit rate 0.22% among 300,000; inhibition, %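 (compounds screened at 7.5 µM in platelet-rich plasma)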;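 active means mean replicate score, as percent of positive control, at or above 50; inconclusive means mean below 50 but at least one replicate at or above 50; inactive means mean and every replicate below 50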
# An asterisk follows results filed as active; ? = inconclusive; nt = no result given. The list is partial. The share of hits here may be higher or lower than overall.
SMILES,HSF1 inhib,aSyn 5UTR inh,DYRK1A inh,HSP90 inh,GSK3B inh,KLF5 inh,IEC-6 cytotox,GSK3 alpha inh,HSF-1 act,Platelet DG rel
O=C(c1nc2ccccn2c1CN1CCCC(OCc2ccccc2)C1)N1CCCC1 (stereo not drawn),nt,6,-2,2,-2,-12,8,1,nt,1
CCOC(=O)c1c(N)n[nH]c1-c1ccc(OC)cc1,8,19,0,-2,-1,-31,8,6,0,3
Cc1nc(NC(=S)NC(=O)c2ccco2)sc1C(=O)N(C)C,-4,-11,nt,3,1,-31,2,1,8,11
Cn1c2c(c(=O)n(C)c1=O)C(c1ccc(O)cc1)Nc1ccccc1O2 (stereo not drawn),0,6,0,0,3,9,-2,19,2,0
CCOC(=O)c1csc(NC(=O)C(C)(C)C)n1,1,-21,1,-1,2,-23,0,-4,2,-9
CCc1nn(C(C)C(=O)N2CCN(Cc3ccccc3)CC2)c(=O)c2cc3occc3n12 (stereo not drawn),-3,3,6,0,-2,-10,0,-3,-11,0
COc1ccc(C(=O)/C=C/Nc2ccccn2)cc1,nt,nt,7,65*,nt,10,4,7,nt,nt
CC(C)c1nnc(NC(=O)C2CCCN2C(=O)Nc2cccc(Cl)c2)s1 (stereo not drawn),-7,2,-4,-1,1,-9,-1,-2,4,4
O=C(Nc1nc2ccccc2[nH]1)c1cc(F)cc(F)c1,10,-148,3,7,3,-146,6,-3,25,10
O=c1cc(-c2ccc3c(c2)OCCO3)oc2ccc(Cl)cc12,14,-149,-6,-3,1,-14,-6,-1,31,-3
COC(=O)[C@H](Cc1ccccc1)NC(=O)N1CCCCCC1,2,-17,9,-7,3,-32,-9,1,-4,3
CC(Oc1ccc2cc(-c3ccccc3)c(=O)oc2c1)C(=O)NCC1CCC(C(=O)O)CC1 (stereo not drawn),4,7,1,-3,1,-31,0,-5,-4,3
C=C1CCN([C@H](C(=O)O)C(C)C)S(=O)(=O)c2ccccc21,-4,13,-2,nt,1,nt,nt,-2,10,-1
Nn1c(Cc2ccccc2F)n[nH]c1=S,0,-6,5,3,-3,-6,-1,-1,11,13
OCCC1CN(Cc2cc3c(cc2Cl)OCO3)CCN1Cc1ccccc1 (stereo not drawn),14,-4,1,0,2,-16,-5,-1,26,2
COC(=O)c1[nH]c2cccc(OC)c2c1NC(=O)CCN1CCN(c2ccccc2OC)CC1,-6,6,0,-1,-3,-12,4,-2,1,11
Cc1cc(C)n(C(=O)/C(C#N)=N\Nc2ccccc2[N+](=O)[O-])n1,-4,-9,4,0,-3,-5,9,-2,-6,6
Cc1cc(C)c(NC(=O)C(C)Sc2nc3ccc(N4C(=O)c5ccccc5C4=O)cc3s2)c(C)c1 (stereo not drawn),3,-5,10,-2,-8,-17,-3,-2,21,7
CCOCCCNC(=O)CN1C(=O)c2cccc3cccc1c23,-2,5,-2,-3,2,-58,-6,-2,0,3
Cc1cc(/C=N/O)c(C)n1-c1cccc(Cl)c1,-4,2,8,-1,2,-2,-2,nt,1,1
Cc1ccc(-c2ccc(CCC(=O)O)n2C(C)C)cc1,24,-13,-14,1,4,-16,0,-3,?,-20
CC(C)(C)c1nc2ccccc2c2nnc(SCC(=O)Nc3nccs3)n12,-5,33,nt,2,0,-13,4,-3,-5,4
CCOC(=O)C1CCCN(C(=O)Cn2nc(CC)n3c(cc4sccc43)c2=O)C1 (stereo not drawn),5,-5,2,-2,-1,0,-1,0,-4,22
Nc1c(C(=O)NCc2ccc(F)cc2)c2nc3ccccc3nc2n1CCCN1CCOCC1,-4,-5,8,2,2,-1,-5,1,13,3
CCC(CC)CN1CCN=C1N(C)C,-2,3,-8,-4,2,9,-6,-1,4,-2
Cc1cc(S(=O)(=O)Nc2c(C)nn(C)c2C)c(Cl)cc1Cl,nt,nt,nt,0,0,-20,-5,-1,nt,nt
CN(C)c1ccnc2sc3c(SCc4ccc(Cl)cc4)ncnc3c12,11,-61,-5,-5,-1,-10,2,3,10,-20
COc1ccccc1CNS(=O)(=O)c1c(C)[nH]c(=O)[nH]c1=O,-2,17,4,-1,3,-7,-8,-1,3,9
O=C(CSCC(=O)NC1CCCC1)Nc1ccccc1,0,7,0,1,1,15,6,-1,26,-9
Cn1c(=O)n(C)c2cc3[nH]cnc3cc21,-5,-32,5,-1,3,-57,0,0,1,4
CCOc1ccc(S(=O)(=O)N(C)c2ccc(OCC(=O)NCc3ccco3)cc2)cc1,-11,-14,-7,-1,2,-19,3,2,-30,1
CSc1nnc(CSCc2ccc(Cl)cc2Cl)n1-c1ccccc1,2,-11,7,1,-2,-11,-2,-2,6,1
CN(Cc1cnn(C)c1)C(=O)C1CCCCC1C(=O)O (stereo not drawn),nt,nt,-2,2,nt,-21,-1,-1,nt,nt
Cc1ccc(N=Nc2c(C)[nH]n(-c3ccccc3)c2=O)cc1Br,-2,9,-7,1,6,-12,6,-3,6,1
C/C(=C\c1ccccc1)C(=O)Nc1nc2ccc([N+](=O)[O-])cc2s1,-2,-79,7,4,-4,9,-3,-1,18,1
Cn1c(C(=O)N2CCCc3ccccc32)cc2c(=O)n3ccccc3nc21,-3,15,nt,3,5,8,4,1,29,-2
O=c1[nH]c(=O)n(Cc2ccc(Oc3ccccc3)cc2)cc1Br,-3,5,0,-3,0,-29,-4,1,0,0
O=C(COc1ccccc1/C=C1\SC(=O)NC1=O)Nc1ccccc1,31,14,12,4,-2,-11,-4,0,28,-2
CCC(C)/C(C)=N/NC(=O)c1ccc(CSc2nc3ccccc3s2)cc1 (stereo not drawn),25,-156,-4,-2,-4,-17,4,0,36,-2
CC(=O)Nc1ccc(S(=O)(=O)Nc2ccc3[nH]c(=O)[nH]c3c2)cc1,-3,-38,6,-1,-3,5,-4,3,4,-2
CC(C)N(Cc1ccccc1)C(=O)COC(=O)/C=C/c1cnc2ccccc2n1,23,-40,nt,4,6,-4,-4,-4,63*,-3
CCn1ncc(S(=O)(=O)Nc2cccnc2)c1C,-2,-7,5,-6,1,-33,-14,1,-9,-5
COC(=O)COc1ccc(S(=O)(=O)NCc2ccc3c(c2)OCO3)cc1,-6,6,nt,-1,-5,-18,2,3,6,9
O=[N+]([O-])c1cccc(NNS(=O)(=O)c2ccccc2F)c1,-8,-15,20,0,0,6,4,1,-10,3
Cc1[nH]c2ccccc2c(=O)c1C(=O)/C=C/c1ccccc1,111,-281,2,-2,1,2,12,-2,87*,-3
CNC(=O)CSc1nnc(-c2ccco2)n1-c1cccc(C)c1C,-2,10,2,-2,nt,-37,3,-3,22,-4
COCCNc1nnc(SCC(=O)Nc2sc3c(c2C(=O)c2ccccc2)CCCC3)s1,-11,-1,3,-3,4,8,-1,-4,-4,-15
COc1ccc(OCc2cc(C(=O)N(C)C(C)c3ccon3)no2)c(Cl)c1 (stereo not drawn),19,-115,4,-2,-3,-83,-5,-1,13,-6
COc1ccc(N2CC(C(=O)N3CCN(c4ccccc4)CC3)CC2=O)cc1 (stereo not drawn),-3,8,-3,0,2,-18,-13,-1,1,0
CC(C)(C)c1ccc(S(=O)(=O)/N=C2\C=C(NS(=O)(=O)c3ccccc3)C(=O)c3ccccc32)cc1,17,12,10,-1,1,-16,-6,1,39,5

# Next part
SMILES,HSF1 inhib,aSyn 5UTR inh,DYRK1A inh,HSP90 inh,GSK3B inh,KLF5 inh,IEC-6 cytotox,GSK3 alpha inh,HSF-1 act,Platelet DG rel
Cc1ccccc1CC1(CO)CCCN(C(=O)CCC(=O)c2ccccc2)C1 (stereo not drawn),2,-6,-1,-1,-3,2,2,-1,16,-1
CN(C)CCCN1C(=O)c2cc3ccccc3cc2C1=O,-3,1,-9,6,-6,-16,3,1,-9,2
CCCC(=O)N1c2ccccc2NC2=C(C(=O)CCC2)C1c1ccc(F)cc1 (stereo not drawn),-1,3,-3,0,-3,-17,0,1,16,-4
Cc1ccc(C#N)c(SCc2cccc(Br)c2)n1,9,13,3,nt,-2,nt,nt,-5,3,-2
O=C(COc1ccc2ccc(=O)oc2c1)NC1CCN(Cc2ccccc2)CC1,5,-3,5,2,1,-17,1,-1,1,4
CCOc1ccc(CN2CCNC(=O)C2CC(=O)OC)cc1 (stereo not drawn),-3,-1,2,0,2,-5,0,-2,-6,-9
N#CC1=C(N)OC2=C(C(=O)CCC2)C1c1cc2c(cc1Br)OCO2 (stereo not drawn),11,4,nt,-2,0,-35,-7,-2,-8,-10
O=C(O)c1cccc(N/C(=N\S(=O)(=O)c2ccccc2)c2ccccc2)c1,0,-5,-2,0,4,-27,-3,3,3,11
CCCNC(=O)c1sc2c(c1C(=O)Nc1ccccn1)CCCC2,3,-40,nt,7,2,9,3,-3,-7,1
COc1cc2c(cc1OC)CN(C(=O)Nc1ccccc1Cl)CC2,-3,-3,7,2,nt,-1,0,-2,-3,-1
Cc1cccc(NC(=O)CCN2C(=O)C3C4C=CC(C4)C3C2=O)n1 (stereo not drawn),-7,4,3,0,1,-19,-4,2,-15,-8
COc1cccc(/C=N/N2CCOCC2)c1O,-36,-56,3,-5,2,-25,1,2,-41,10
CN1C(=O)c2cccc3c(S(=O)(=O)NCCc4ccccc4)ccc1c23,-7,5,3,4,-1,0,7,-1,6,0
CCCc1nc(SCC(=O)Nc2cc(C)on2)c2ccccc2n1,54,-17,-2,7,-1,7,12,-1,106*,-1
Cc1ccc(C2N(c3ccc(Cl)cc3)C(=O)N3CCCN23)cc1 (stereo not drawn),0,-7,0,3,4,8,0,-2,10,1
O=C(N/N=C/C1CC=CCC1)c1ccccc1O (stereo not drawn),-8,8,6,2,0,-21,1,-1,-7,3
CC(=O)c1sc(NC(=O)C=C(C)C)nc1C,14,-56,2,-2,1,-50,0,nt,22,4
O=C(CN1C(=O)CCS(=O)(=O)c2ccccc21)NCc1ccc2c(c1)OCO2,-2,-12,2,4,2,-10,3,-1,-4,-2
Cc1ccc(-c2csc3nc(C)n(N)c(=O)c23)cc1,2,25,-1,-5,2,-4,-3,-9,4,-11
Cc1ccc(OCC(=O)n2cnnc2N)c(C)c1,8,-6,nt,-1,2,-4,-4,-1,10,-43
Cc1ccccc1OCC(=O)N/N=C/c1ccc([N+](=O)[O-])o1,10,-68,3,2,4,6,3,0,22,-5

# Compound profiles (already shown).
# Profile of `CC(=O)c1sc(NC(=O)C=C(C)C)nc1C` : HSF1 inhib: 14; aSyn 5UTR inh: -56; DYRK1A inh: 2; HSP90 inh: -2; GSK3B inh: 1; KLF5 inh: -50; IEC-6 cytotox: 0; GSK3 alpha inh: nt; HSF-1 act: 22; Platelet DG rel: 4
# Profile of `O=C(CN1C(=O)CCS(=O)(=O)c2ccccc21)NCc1ccc2c(c1)OCO2` : HSF1 inhib: -2; aSyn 5UTR inh: -12; DYRK1A inh: 2; HSP90 inh: 4; GSK3B inh: 2; KLF5 inh: -10; IEC-6 cytotox: 3; GSK3 alpha inh: -1; HSF-1 act: -4; Platelet DG rel: -2
